Screens (PubChem BioAssay)
Peg3 prom inh: reduces Peg3 promoter-driven luciferase expression in HeLa; HeLa PEG-Prom luciferase reporter, luminescence, overnight; AID 588405; actives 1.7% (n = 360,000); inhibition, % at 20 µM;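 active = inhibition of at least 50% at 20 µM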
HIF-2a block: blocks HIF-2a reporter activity; actives 0.72% (n = 360,000); 786-0 RCC cells HIF-2a reporter, luciferase luminescence, overnight; inhibition, % at 18.8 µM; AID 624352;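 active = inhibition of the luminescence signal of 40% or more relative to plate controls, in a single-dose primary screen at 18.75 µM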
Exocytosis inh: blocks lytic granule exocytosis; AID 651702; inhibition, % at 10 µM; TALL-104 LAMP-1 surface exposure, flow cytometry; cells stimulated with thapsigargin and PMA; actives 0.66% (n = 360,000);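 active = inhibition above about 55%, limit read from the data; inconclusive = no clear call, values can overlap the other calls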
NR2E3 ag-1: activates human NR2E3 receptor; Q9Y5X4; CHO-S Gal4-NCOR/VP16-NR2E3 two-hybrid, luciferase; inhibition of corepressor binding, % at 3.98 µM; actives 0.35% (n = 360,000); AID 602229;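 active = inhibition above the mean of all tested compounds plus 3 SD, cut at about 70% in these data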;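 also: 0% = DMSO with NR2E3 transfected cells and 100% = cells lacking NR2E3 construct; higher means lower luciferase signal from less NR2E3 corepressor binding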
Target sequence (Q9Y5X4 whole entry, looked up, the tested form may be a part): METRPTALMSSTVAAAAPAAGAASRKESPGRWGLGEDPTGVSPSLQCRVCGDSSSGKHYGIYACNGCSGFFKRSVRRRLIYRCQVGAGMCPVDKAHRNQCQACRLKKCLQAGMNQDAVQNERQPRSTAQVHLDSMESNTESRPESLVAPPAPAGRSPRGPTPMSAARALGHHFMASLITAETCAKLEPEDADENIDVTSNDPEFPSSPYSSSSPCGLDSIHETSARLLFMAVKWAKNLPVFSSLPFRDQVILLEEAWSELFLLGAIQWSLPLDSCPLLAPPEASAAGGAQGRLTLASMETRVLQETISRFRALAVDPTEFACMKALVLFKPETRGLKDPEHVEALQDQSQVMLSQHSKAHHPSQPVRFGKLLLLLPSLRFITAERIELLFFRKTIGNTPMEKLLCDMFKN
TRPM1 prom inh: MITF TRPM1 promoter inhibition in SK-MEL-5 cells; SK-MEL-5 TRPM1 promoter luciferase, 24 h; inhibition, % at 12.5 µM; actives 0.83% (n = 330,000); AID 488899;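 active = mean inhibition across replicates of 60% or more, whatever share of single replicates reaches that level; inconclusive = some that reach 60%, reason not given; inactive = mean inhibition across replicates below 60%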; also: values of inactives mirror those of a sister screen read the other way
Vif inh: HIV Vif inhibition; inhibition, % at 7.49 µM; HEK293T cells, Vif self-association by quenched fluorescence, imaging, 24 h; actives 0.35% (n = 340,000); in the data active = inhibition above about 50%, passing the limit was not always enough; inconclusive = no clear call, values can overlap the other calls; inactive = below about 31%; also: some results filed as inactive read as strong as hits
PDI turbidity: inhibitors of human protein disulfide isomerase. P07237. PDI insulin aggregation turbidity, A650, 90 min. AID 588391. actives 0.052% (n = 350,000). inhibition, % at 10 µM;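 active = mean inhibition across replicates of 30% or more, whatever share of single replicates reach that level; inconclusive = mean inhibition below 30% while every single replicate reaches 30%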;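 also: absorbance from insulin aggregation driven by PDI reduction with DTT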
Target sequence (P07237 whole entry, looked up): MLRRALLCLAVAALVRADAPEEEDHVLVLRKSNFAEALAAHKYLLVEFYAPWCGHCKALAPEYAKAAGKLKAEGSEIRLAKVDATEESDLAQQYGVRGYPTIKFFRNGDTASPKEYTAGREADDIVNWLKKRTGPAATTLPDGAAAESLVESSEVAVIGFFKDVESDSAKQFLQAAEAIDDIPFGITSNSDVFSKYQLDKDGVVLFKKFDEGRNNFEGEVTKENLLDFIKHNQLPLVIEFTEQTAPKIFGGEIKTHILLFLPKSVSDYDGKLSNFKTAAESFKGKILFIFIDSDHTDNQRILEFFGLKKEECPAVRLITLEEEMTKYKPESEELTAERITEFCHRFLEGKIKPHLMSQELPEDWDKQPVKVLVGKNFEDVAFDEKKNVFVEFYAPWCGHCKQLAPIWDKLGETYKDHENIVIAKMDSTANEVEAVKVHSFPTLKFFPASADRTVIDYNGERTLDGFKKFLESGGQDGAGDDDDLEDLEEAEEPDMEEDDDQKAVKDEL
aDG glyco up: increases alpha dystroglycan glycosylation | AID 624168 | activation, % at 10 µM | actives 0.22% (n = 360,000) | Pro5-aDG cells, alpha-DG glycosylation AlphaScreen (IIH6); 0% Pro5, 100% B10-LARGE cell signal;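 active = activation of at least 8% versus controls, or a plate z-score of at least 8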;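 also: Pro5 are CHO cells carrying HIG-tagged alpha-DG that lacks glycosylation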
NR2E3 ag-2: activates human photoreceptor nuclear receptor NR2E3 | AID 2300 | inhibition of corepressor binding, % at 4.78 µM | GST-NR2E3/biotin-RetCOR TR-FRET, 1536-well | actives 0.12% (n = 320,000);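 active = percent inhibition above the cutoff of mean plus 3 SD of all tested compounds, set per screening campaign, cut at about 20% in these data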;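 also: 0% = DMSO wells and 100% = biotin wells as full block of FRET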
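System: GST-NR2E3 and biotin-RetCOR proteins; probe or stimulus: 7 nM biotin-RetCOR; doses: compound at 4.8 µM, single dose; schedule: Compound–protein incubation for 5 h at 4 °C; detection: time-resolved FRET; read-out: percent inhibition; controls: biotin wells as high control, 0.6% DMSO wells as low control; format: 1536-well plates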
hiPSC survival: enhancers of human iPSC single-cell survival; hiPSC single-cell survival, ATPlite luminescence; 100% = ROCK inhibitor wells, 0% = DMSO; actives 0.044% (n = 360,000); AID 602274; survival enhancement, % at 20 µM; in the data active = survival enhancement above about 18%;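 also: cells exposed to compounds for 16 hours before the ATP read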
CaV13 ICDI inh: Primary screen for inhibitors of IQ motif and Ca2+-dependent inactivation inhibitor domain binding in CACNA1D, Förster resonance energy transfer in living cells, …. HEK cells, CFP/YFP FRET ICDI-IQ, plate reader, 10 min; percent FRET-ratio fall versus neutral wells. inhibition, % at 12.3 µM. actives 0.098% (n = 340,000);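 active = mean replicate inhibition of at least 30% and at least 1% of replicates passing that level; inconclusive = only one of the two criteria is met; inactive = neither criterion is met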;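 also: 0% = median of the neutral control wells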
* marks the source's active call; other numbers are inactive results; ? = inconclusive; . = no result given.

# | SMILES | Peg3 prom inh | HIF-2a block | Exocytosis inh | NR2E3 ag-1 | TRPM1 prom inh | Vif inh | PDI turbidity | aDG glyco up | NR2E3 ag-2 | hiPSC survival | CaV13 ICDI inh
1 | O=C(COC(=O)c1cccc(C(F)(F)F)c1)NCc1ccccc1 | 10 | 10 | 4 | 8 | -11 | 11 | -5 | -0.1 | 0 | 0.0 | -5
2 | CC(Nc1ccccc1)c1ccncc1 (stereo unspecified) | 7 | 18 | 0 | -17 | -3 | -5 | -1 | -0.3 | 0 | -0.6 | -7
3 | O=C(CN1CCN(C(=O)c2ccco2)CC1)Nc1ccc2c(c1)OCCO2 | -22 | 20 | -1 | 22 | -8 | 13 | -16 | 0.2 | -3 | 2.0 | -6
4 | Cc1ccc(-c2nc3c4ccccc4ccn3c2Cc2ccccc2)cc1 | -73 | -89 | -5 | 7 | . | . | -4 | 0.4 | . | -1.6 | -3
5 | CC(C)NC(=O)c1ccc(C(C)C)cc1 | -39 | -42 | 2 | -22 | -1 | -19 | 7 | 0.0 | 1 | -0.4 | -3
6 | COc1ccc(NC(=O)CSc2ccc(-c3cccnc3)nn2)cc1 | -19 | -9 | 9 | 4 | -1 | -6 | 10 | 0.0 | 1 | -0.4 | -6
7 | CSc1ncc(F)c(N(CCO)CCO)n1 | 10 | 10 | -5 | 11 | -6 | 2 | -23 | -0.2 | -3 | 0.8 | -18
8 | Cc1cccc(NCc2ccc(Br)cc2)n1 | -151 | -179 | -12 | -3 | -59 | 1 | -2 | -0.1 | -1 | -0.1 | -3
9 | CCn1c(NCc2ccco2)nc2ccccc21 | -3 | -8 | -4 | 2 | 4 | 3 | 12 | 0.5 | 0 | -0.9 | -4
10 | Cc1cccc(OCCCCc2c(C)n[nH]c2C)c1C | 0 | -4 | -1 | 36 | -3 | -12 | -3 | 0.8 | 3 | 0.1 | -7
11 | CN(CC(=O)Nc1cccc(C(F)(F)F)c1)Cc1ccccc1 | 8 | -19 | 4 | -19 | -9 | 13 | -12 | 0.1 | 2 | 0.2 | -3
12 | CC(=O)c1cccc(N2C(=O)C3C4CCC(C4=C(C)C)C3C2=O)c1 (stereo unspecified) | 14 | 15 | -1 | 7 | 5 | . | -6 | 0.2 | -2 | -1.4 | -1
13 | CC1CC(=O)Nc2ccccc2N1C(=O)CSc1ncnc2sccc12 (stereo unspecified) | 18 | 17 | 0 | -34 | 16 | 5 | -9 | 0.2 | 3 | 0.0 | -5
14 | CCOC(=O)c1cnc(SCC(=O)Nc2ccc(NC(=O)CC)c(OC)c2)nc1N | 12 | 10 | 2 | -15 | 5 | -4 | 3 | -0.2 | 0 | 3.5 | -4
15 | Cc1cc(=O)oc(C)c1C(=O)Nc1cccc2nonc12 | 0 | 12 | 2 | 9 | 7 | 9 | 10 | -0.2 | 3 | -4.8 | -6
16 | CCC(C)[C@H](NC(=O)Nc1ccc2c(c1)OCCO2)C(=O)O (stereo partly specified) | 4 | -2 | 0 | -12 | -3 | 7 | -1 | -0.2 | 1 | 2.8 | .
17 | Cc1cc(C(=O)OCC(=O)Nc2cccc(S(=O)(=O)N(C)C)c2)c(C)o1 | 7 | -4 | 0 | -18 | 4 | -1 | -2 | 0.2 | -1 | -0.5 | -1
18 | FC(F)(F)c1nnc(-c2ccccc2)nc1N1CCOCC1 | 5 | 19 | -3 | -5 | 4 | 9 | 4 | 0.3 | -1 | 1.2 | -6
19 | Cc1cc(CN(C)C(=O)CC2C(=O)NCCN2Cc2c(F)cccc2Cl)on1 (stereo unspecified) | 14 | 2 | 10 | . | -10 | 12 | 3 | -0.1 | 1 | -0.7 | 20
20 | O=C(OCn1nnc2ccccc2c1=O)c1ccc2c(=O)n3c(nc2c1)CCC3 | -2 | 16 | -1 | -3 | -14 | 4 | 2 | 0.0 | 1 | 0.6 | -5
21 | Cc1cc(C)n(CC(=O)NC2CCCCC2)n1 | -4 | 5 | 1 | -5 | 8 | -1 | -3 | 0.0 | -4 | 3.3 | -9
22 | COc1ccc(CN(C2CCCC2)S(=O)(=O)c2ccc(-n3cnnn3)cc2)cc1OC | 7 | 10 | 1 | 3 | 1 | -4 | 4 | 0.0 | 3 | 8.2 | -3
23 | COc1ccc(-n2c(CNC(=O)COc3ccccc3)n[nH]c2=S)cc1 | 1 | 18 | 1 | -2 | -3 | 17 | 10 | 0.0 | -2 | 1.0 | -6
24 | O=C(c1ccccc1Br)N1CCN(c2ccccn2)CC1 | 9 | 2 | -7 | -36 | 7 | 10 | 2 | 0.0 | -2 | -0.4 | -2
25 | COc1ccc(-c2ccc(SCC(=O)N3CCN(c4ccccc4)CC3)nn2)cc1 | -5 | 9 | 3 | -10 | -15 | -7 | -4 | 0.0 | -1 | -0.4 | -8
26 | NC(=S)N/N=C1\CCOc2ccc(Cl)cc21 | 30 | 1 | 15 | 27 | 5 | -2 | 6 | 0.0 | 0 | -0.2 | -5
27 | COc1ccc(S(=O)(=O)N2CCc3ccccc32)cc1C(=O)N1CCOCC1 | 5 | 13 | -20 | 3 | 4 | 0 | 0 | -0.3 | -2 | -0.4 | -6
28 | Cc1cc(NS(=O)(=O)c2ccc(Nc3nc(-c4sc(N)nc4C)cs3)cc2)no1 | 9 | 14 | 9 | -58 | 12 | . | -8 | 0.1 | -5 | 1.6 | .
29 | CCCCC(=O)N(C)c1c(CC)nc2c(OCc3ccc(Cl)cc3Cl)cccn12 | 39 | -10 | -4 | 16 | . | 1 | -4 | 0.2 | . | 2.1 | -4
30 | Cc1ccccc1NC(=O)Cn1cnc2c1c(=O)n(C)c(=O)n2C | 0 | 10 | 2 | 11 | 6 | -8 | 18 | 0.0 | 2 | 3.0 | -9
31 | COC(=O)c1ccccc1S(=O)(=O)Nc1ccc2cn[nH]c2c1 | 13 | -8 | 3 | -21 | 18 | -1 | -2 | -0.3 | 1 | 8.4 | -4
32 | COc1ccccc1N(C)S(=O)(=O)c1ccc(C(=O)Nc2ncc(C)s2)cc1 | 29 | -2 | -1 | -5 | 6 | . | 3 | -0.1 | -1 | 1.8 | -2
33 | CN(C)S(=O)(=O)c1cccc(NC(=O)c2ccccc2SCC(=O)N2CCCC2)c1 | -1 | -12 | -7 | -39 | . | -8 | -62 | -0.6 | . | -0.7 | -6
34 | C[C@H](CO)N1C[C@H](C)[C@@H](CN(C)S(=O)(=O)c2cn(C)cn2)Oc2c(NS(=O)(=O)c3ccc(F)cc3)cccc2C1=O | 7 | 18 | -7 | -19 | -7 | -2 | 13 | 0.4 | . | 1.3 | -4
35 | Cc1cc([N+](=O)[O-])ccc1NC(=O)Nc1ccccc1F | -60 | -136 | ? | -7 | -6 | . | 20 | 0.6 | 2 | 2.6 | -4
36 | O=C(Oc1cccc(/C=N/Nc2nc(N3CCOCC3)nc(N3CCOCC3)n2)c1)c1ccco1 | 8 | 21 | -2 | -4 | -11 | 3 | 5 | 0.0 | -1 | 0.5 | -4
37 | COc1cc(C(=O)Nc2nc(-c3ccc(Cl)cc3)c(C)s2)ccc1OCC(=O)Nc1ccc(F)cc1 | 35 | -3 | 2 | -26 | 48 | 8 | -3 | -0.3 | -2 | 3.4 | -17
38 | Cc1[nH]nc(SCC(=O)Nc2cccc(O)c2)c1[N+](=O)[O-] | 12 | -3 | -2 | -2 | -10 | -9 | -3 | 0.3 | 5 | 1.1 | -5
39 | O=C(NCCC1=CCCCC1)c1cnc2n(c1=O)CCS2 | -156 | -148 | -2 | -24 | 1 | 3 | 7 | -0.1 | 1 | -0.5 | -4
40 | O=C(O)CC1=C(O)C(=O)N(c2ccccc2)C1c1ccc(Cl)cc1 (stereo unspecified) | -9 | 3 | 4 | -32 | 7 | 3 | -2 | -0.1 | 0 | -0.9 | -6
41 | CCOC(=O)Cc1csc(NC(=O)/C=C/c2ccccc2Cl)n1 | -39 | -15 | -5 | -14 | -10 | 5 | 4 | 0.1 | 0 | -0.2 | -20
42 | CCOc1cc(C)c(S(=O)(=O)NCCCn2ccnc2)cc1C | 14 | 16 | 15 | 14 | 11 | -1 | -2 | 0.2 | 2 | 0.9 | -3
43 | Clc1ccc(Oc2cnc3ccccc3n2)cc1 | -68 | -97 | 2 | -38 | -55 | -5 | -6 | -0.2 | 0 | -2.1 | -6
44 | C=CCOc1cccc(NC(=O)c2ccccc2SC)c1 | -44 | -47 | 1 | -13 | -24 | -1 | -7 | 0.2 | 2 | -0.3 | -4
45 | Cc1cc(C(=O)OCC(=O)NCCCN2CCCC2=O)c2ccccc2n1 | -1 | 6 | -1 | -8 | 8 | -1 | -9 | -0.1 | 5 | -3.2 | -4
46 | Cc1ccc(C(=O)NC(=S)Nc2ccc(N3CCN(C(=O)c4ccco4)CC3)cc2)cc1 | 11 | -8 | 15 | 6 | 21 | -6 | 8 | 1.8 | 0 | 0.0 | -6
47 | Cc1ccc(-c2cc(C(=O)N3CC(C)OC(C)C3)c3ccccc3n2)o1 (stereo unspecified) | -40 | -30 | -7 | -21 | -18 | 31 | -8 | 0.0 | 4 | 0.0 | -6
48 | Cc1ccc2nc(N3C(=O)C(O)=C(C(=O)c4ccc(C)o4)C3c3ccc(O)cc3)sc2c1 (stereo unspecified) | -7 | -30 | 8 | -16 | 9 | 9 | -1 | 0.3 | 7 | 0.1 | -8
49 | O=C(COc1ccc(Cl)cc1Cl)Nc1c(-c2cccs2)nc2ccccn12 | -46 | -63 | 2 | 6 | -1 | -2 | -2 | 0.3 | -13 | -2.4 | -5
50 | COc1cccc(CN(Cc2cccnc2)S(=O)(=O)c2ccc(-n3cnnn3)c(C)c2)c1 | 36 | 10 | -2 | 7 | -1 | -1 | 0 | -0.4 | -1 | -0.5 | -6

More records.
# | SMILES | Peg3 prom inh | HIF-2a block | Exocytosis inh | NR2E3 ag-1 | TRPM1 prom inh | Vif inh | PDI turbidity | aDG glyco up | NR2E3 ag-2 | hiPSC survival | CaV13 ICDI inh
51 | Cc1cccc(C)c1NC(=O)C1CCN(S(C)(=O)=O)CC1 | 19 | 6 | 1 | 8 | 0 | -2 | 1 | -0.1 | 2 | 1.7 | -3
52 | Cc1cc(C)cc(NC(=O)N2C3CCCC2CC(NC(=O)C2CC2)C3)c1 (stereo unspecified) | 27 | 18 | -3 | -22 | 10 | 35 | -3 | 0.0 | 1 | -0.8 | -4
53 | CCOc1ccc(N(CC(=O)NC2CCCCC2)C(=O)CSc2nnc(COc3ccccc3)o2)cc1 | 21 | 20 | -1 | 6 | 10 | -2 | -4 | 0.9 | 4 | 0.7 | -4
54 | O=C(Cn1cncc1-c1ccc([N+](=O)[O-])cc1)Nc1cccc2ccccc12 | -8 | 28 | -1 | -12 | 48 | -9 | 2 | 0.0 | -1 | 0.0 | -6
55 | COCC(=O)N1CCc2ccc(NC(=O)c3ccccc3Cl)cc2C1 | -11 | -9 | -4 | -7 | -7 | -1 | 10 | -0.1 | 3 | -0.3 | -2
